Compound activity deposited in PubChem by National Center for Advancing Translational Sciences (NCATS).
IP6K1 inhibitor: Primary qHTS assay for small molecule inhibitors of Inositol hexaphosphate kinase 1 (IP6K1); IP6K1 kinase, ADP-Glo luminescence, 2 h; hits give low values; activity change, % (series mostly up to about 58 µM); hit rate 0.81% among 140,000; AID 1645851, 2021; in the data active = activity change below about -25%
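ADP-Glo luminescence measures ADP made by human IP6K1 during a 2 h RT reaction with ATP/IP6 (mix at 1.3 mM/130 uM); top library doses 57.5 and 19.1 uM final.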
3T3 cytotox: Cytotoxic Profiling in NIH 3T3 Cell Line of Diverse Libraries Using Quantitative High-Throughput Screening | NIH 3T3 viability, CellTiter-Glo ATP luminescence, 48-72 h | Potency, µM (doses to about 96.7 µM), without a hit: top-dose activity change, negative = cytotoxicity, actives largely listed as inhibitors | hit rate 4.3% among 94,000; also: potency is read from the fitted curve at half-maximal effect; nearly all actives have a fitted effect of over 55% in size
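Cells were seeded at 400 per well, treated with pin-transferred compound, and kept 48 or 72 hr at 37 °C before CellTiter-Glo addition and luminescence imaging of cellular ATP.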
SNCA expr inhib: Primary qHTS assay for inhibitors of alpha-synuclein gene (SNCA) expression. HEK-293 SNCA-luciferase knock-in, luminescence, 24 h. hit rate 0.17% among 140,000. Potency, µM (top dose mostly 57.2 µM), for the others: at the highest dose activity change, negative = inhibition, most hits filed as inhibitors;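 also: potency is read from the fitted curve at half-maximal effect; plate controls were DMSO cells for no effect and cell-free wells for full effect; nearly all actives have a fitted effect of over 45% in size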
HEK293 tox: Cytotoxic Profiling in HEK 293 Cell Line of Diverse Libraries Using Quantitative High-Throughput Screening; HEK 293 viability, ATP luminescence (CellTiter-Glo), 48-72 h; Potency, µM (highest dose often 115 µM), for inactives: at the top dose activity change, negative = cytotoxicity, hits mostly inhibitors; hit rate 6.6% among 94,000; AID 1345083, 2018; also: potency is read from the fitted curve at half-maximal effect; nearly all actives have a fitted effect of over 60% in size
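ATP-coupled CellTiter-Glo luminescence served as viability read-out, recorded 10 min after reagent addition at room temperature. HEK 293 cells, 250 cells/well, had been incubated with pintool-transferred compound for 48 or 72 hr at 37 degree Celsius.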
FLuc inh: Firefly luciferase inhibition profiling of diverse chemical library using quantitative high-throughput screening; Luciferin 4-monooxygenase (Photinus pyralis), P08659; purified P. pyralis luciferase, luminescence, biochemical; Potency, µM (doses to about 115 µM), without a hit: at the highest dose activity change, negative = inhibition, actives largely listed as inhibitors; hit rate 2.5% among 76,000; AID 1347043, 2019; also: potency is read from the fitted curve at half-maximal effect; nearly all actives have a fitted effect of over 65% in size
Target sequence (P08659 whole entry, looked up): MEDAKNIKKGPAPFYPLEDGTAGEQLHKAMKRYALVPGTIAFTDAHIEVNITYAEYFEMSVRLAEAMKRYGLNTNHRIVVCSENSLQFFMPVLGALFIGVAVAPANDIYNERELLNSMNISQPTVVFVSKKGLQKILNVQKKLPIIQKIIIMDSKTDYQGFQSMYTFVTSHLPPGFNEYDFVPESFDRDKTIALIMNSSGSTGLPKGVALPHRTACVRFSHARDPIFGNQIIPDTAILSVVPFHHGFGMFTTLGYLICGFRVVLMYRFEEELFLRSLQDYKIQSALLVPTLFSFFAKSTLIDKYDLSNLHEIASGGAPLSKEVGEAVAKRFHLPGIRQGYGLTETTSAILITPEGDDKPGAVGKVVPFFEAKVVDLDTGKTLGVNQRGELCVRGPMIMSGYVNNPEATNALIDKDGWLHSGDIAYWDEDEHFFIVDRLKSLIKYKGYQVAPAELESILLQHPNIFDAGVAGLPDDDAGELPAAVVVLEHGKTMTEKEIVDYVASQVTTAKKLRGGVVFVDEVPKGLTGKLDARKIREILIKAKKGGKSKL
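Luminescence read by CCD imager after adding enzyme (10nM final) to wells holding compound, titrated in qHTS. Substrates 10uM each D-luciferin and ATP; buffer 50mM Tris acetate pH 7.5, 10mM Mg acetate, Tween-20, BSA.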
HEK293 viab: GF-AFC viability counterscreen for inhibitors of alpha-synuclein gene (SNCA) expression; HEK-293-SNCA-luc viability, GF-AFC fluorescence, 24 h; Potency, µM (titrated, usually from 57.1 µM), for the others: at the top dose activity change, negative = cytotoxicity, hits mostly cytotoxic; hit rate 0.12% among 150,000; AID 1671193, 2021;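 also: potency is read from the fitted curve at half-maximal effect; 0% = DMSO-treated cells and -100% = medium-only wells without cells; nearly all actives have a fitted effect of over 30% in size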
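Cytotoxicity counterscreen: after 24 h compound treatment of genome-edited SNCA-luciferase HEK-293 cells, live-cell protease substrate GF-AFC read by fluorescence after 30 min; activity scaled between DMSO (0%) and medium-only (-100%), curves Hill-fitted.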
GPT2 inh: Primary qHTS assay for inhibitors of Glutamate pyruvate transaminase 2 (GPT2). Recombinant GPT2, coupled pyruvate oxidase/HRP Amplex Red fluorescence. Alanine aminotransferase 2 (Homo sapiens), Q8TD30. hit rate 0.25% among 100,000. Potency, µM (top dose mostly 57.7 µM), for inactives: at the top dose activity change, negative = inhibition, most hits filed as inhibitors; also: potency is read from the fitted curve at half-maximal effect; nearly all actives have a fitted effect of over 60% in size; many of its hits are not listed in these tables
Target sequence (Q8TD30 whole entry, looked up): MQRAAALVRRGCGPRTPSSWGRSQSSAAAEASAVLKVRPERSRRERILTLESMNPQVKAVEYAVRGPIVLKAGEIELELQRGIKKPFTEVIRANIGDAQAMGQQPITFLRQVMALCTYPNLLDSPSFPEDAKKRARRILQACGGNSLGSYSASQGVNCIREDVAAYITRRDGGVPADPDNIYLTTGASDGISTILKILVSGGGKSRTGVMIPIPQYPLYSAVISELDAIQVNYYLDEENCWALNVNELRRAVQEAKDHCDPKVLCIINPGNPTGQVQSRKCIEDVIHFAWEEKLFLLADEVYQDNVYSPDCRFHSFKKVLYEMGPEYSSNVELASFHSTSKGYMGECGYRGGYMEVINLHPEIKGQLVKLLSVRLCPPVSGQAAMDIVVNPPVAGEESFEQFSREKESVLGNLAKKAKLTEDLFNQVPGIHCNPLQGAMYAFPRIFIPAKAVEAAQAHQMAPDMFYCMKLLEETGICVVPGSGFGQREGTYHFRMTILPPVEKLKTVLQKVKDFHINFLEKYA
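Fluorescence of coupled pyruvate oxidase/HRP/Amplex Red system (50uM Amplex, 30 min, dark) reports pyruvate formed by GPT2. Enzyme reaction: 10ng/uL GPT2, 2mM L-alanine, 250uM a-KG, 30 min room temperature, pH 7.5; 50uM AOA control.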
The depositor's hits bear a star; i = inactive; ? = inconclusive; · = not tested or not shown; [ ] = remark or other dose. Unless noted, calls follow the shape of the dose curve; as a rule, active = well fitted curve in the direction sought with a large enough effect; inconclusive = small, poorly fitted or top-dose-only effect, or another doubt; inactive = no such curve, though single readings can be large; an effect the other way counts as inactive or inconclusive. Unless noted, % is scaled to controls: 0 for no effect and ±100 for the full control effect.

SMILES | IP6K1 inhibitor | 3T3 cytotox | SNCA expr inhib | HEK293 tox | FLuc inh | HEK293 viab | GPT2 inh
O=C(NCc1ccc(F)cc1)c1ccc2oc(-c3cccnc3Cl)nc2c1 | 2.1 | -12.2% | 10.4% | ? | · | -8.2%[12.5 µM] | i
O=C(NCCc1ccccc1)c1ccc2c(c1)CCN2S(=O)(=O)c1ccccc1 | -6.1 | · | 17.3% | · | · | -10.6% | ·
O=C(c1ccccn1)N1CC(F)(F)C[C@H]1c1nc(-c2ncccn2)no1 | 23.8 | -5.6% | -27.6% | -1.9% | 0.1% | 0.7% | 2.6%
O=C(c1ccccc1)N1Cc2ccccc2CC2(CCCN2CC2CCNC2)C1 (stereo not drawn) | -5.7 | ? | ? | 79.4µM* | · | -16.9% | i
CC(=O)Nc1ccc(CN2CCCC3(CN[S+](=O)([O-])c4ccccc4N3)C2)cc1 (stereo not drawn) | 13.4 | -28.4% | 11.4% | -45.6% | -9.6% | 8.0% | i
COc1ccc(C(=O)N[C@@H]2CCC[C@@H]2C(=O)N2CCN(C(=O)c3ccco3)CC2)cn1 | 24.3 | -5.3% | 15.6% | -12.6% | -0.5% | -22.8% | 5.0%
CCc1ccc(N2CC(c3noc(-c4ccc(N(C)C)cc4)n3)CC2=O)cc1 (stereo not drawn) | 32.9 | -16.5% | -15.5% | -5.4% | -15.8% | 0.2% | ?
CN(C)C(=O)N1CCCn2nc(CNC(=O)c3sccc3N)cc2C1 | 21.2 | -7.0% | 5.2% | -6.4% | -3.8% | 0.6% | i
COC(=O)c1ccc2nc(C[C@@H]3C[C@@H](C(C)C)[C@H](CNC(=O)C4CCC4)C=C3C)[nH]c2c1 | -0.5 | ? | 15.8% | ? | -2.8% | -24.7% | 4.9%
CCCCC(=O)NC1(C(F)(F)F)C(=O)Nc2c1c(=O)[nH]c(=O)n2-c1ccc(C)c(C)c1 (stereo not drawn) | -1.8 | · | 32.6%[activator] | · | · | 2.9% | ·

A run of entries taken from the entries so far, for reference:
SMILES | IP6K1 inhibitor | 3T3 cytotox | SNCA expr inhib | HEK293 tox | FLuc inh | HEK293 viab | GPT2 inh
CN(C)C(=O)N1CCCn2nc(CNC(=O)c3sccc3N)cc2C1 | 21.2 | -7.0% | 5.2% | -6.4% | -3.8% | 0.6% | i
COC(=O)c1ccc2nc(C[C@@H]3C[C@@H](C(C)C)[C@H](CNC(=O)C4CCC4)C=C3C)[nH]c2c1 | -0.5 | ? | 15.8% | ? | -2.8% | -24.7% | 4.9%
CCCCC(=O)NC1(C(F)(F)F)C(=O)Nc2c1c(=O)[nH]c(=O)n2-c1ccc(C)c(C)c1 (stereo not drawn) | -1.8 | · | 32.6%[activator] | · | · | 2.9% | ·

Following part
SMILES | IP6K1 inhibitor | 3T3 cytotox | SNCA expr inhib | HEK293 tox | FLuc inh | HEK293 viab | GPT2 inh
Cn1cccc1C(=O)N1CCC(N2C(=O)C(O)C23CCCCC3)CC1 (stereo not drawn) | -20.4 | i | 0.4% | i | 4.2% | 5.0% | i
CCOC(=O)N1C[C@@H](CO)[C@@H]2Oc3c(C)cccc3[C@@H]21 | -2.7 | -25.0% | · | ? | · | · | ·
CC(C)c1ccc(NC(=O)CN2C(=O)COc3ccc(S(=O)(=O)N4CCCCC4)cc32)cc1 | 7.1 | · | -22.0% | · | · | -5.6% | ·
COc1ccc(NC(=O)CCc2nnc3n(C)c(=O)c4sccc4n23)cc1 | -6.7 | · | 6.4% | · | · | -2.0% | ·
COCCCNC(=O)C(NC(=O)C1CC1)C1CCN(C(=O)c2ccc(C)cc2)CC1 (stereo not drawn) | 7.0 | 3.0% | ? | 4.1% | -6.3% | 4.1% | ?
O=C(NC1CCCCC1)N1CCC(c2nc(C3CCOCC3)no2)CC1 | 0.0 | -13.8% | ? | -7.7% | -4.6% | -9.4% | 0.3%
COCCNC(=O)c1cn2cc(-c3cccc(C(F)(F)F)c3)sc2n1 | 1.2 | -5.8% | -0.1% | -9.8% | · | 1.3% | -5.8%
Cc1c(-c2nc(-c3ccc4c(c3)[nH]c(=O)n4C)no2)cccc1[N+](=O)[O-] | -9.1 | · | 34.8%[activator] | · | · | 7.2% | ·
Fc1ccc2nc([C@H]3CCN(Cc4ncc[nH]4)C3)[nH]c2c1 | 31.1 | ? | -3.0%[87.6 µM] | ? | -23.9%[230 µM] | 6.6%[87.6 µM] | -8.7%[88.5 µM]
N#Cc1cccc(-c2c(C(=O)NC3CC3)nc3sccn23)c1 | 1.9 | i | -5.4% | i | · | -0.9% | i
COc1ccc(NC(=O)c2c(N)c(C(=O)c3ccc(C)cc3)n3ccccc23)cc1OC | 26.0 | · | 19.9% | · | · | 10.8% | ·
COCCNc1cc(-c2cncc(C(=O)N3CCOCC3)n2)c2cc[nH]c2n1 | 13.5 | -22.1% | -8.7% | -0.6% | 2.6% | -0.7% | i
NCc1cccc(-c2ccc(F)cc2F)c1 | -3.3 | ? | 29.6%[87.6 µM] | ? | · | -0.9%[87.6 µM] | i
COc1ccccc1CN[C@H]1CC(C)(C)[C@@H]2C[C@@](C)(O)CC[C@]12CCC(=O)NC1CC1 | 17.1 | -15.7%[138 µM] | 7.2%[87.6 µM] | -21.9%[172 µM] | 2.8%[172 µM] | -14.0%[87.6 µM] | -9.4%[88.5 µM]
O=C1NCN(Cc2ccc(Cl)cc2)C12CCN(Cc1ccc(F)cc1)CC2 | -0.4 | 14.1µM* | ? | 28.2µM* | -5.8% | -6.4% | -29.6%
COCCn1c(=O)n([C@H]2CCCN(C(=O)c3cccc4nccnc34)C2)c2ncccc21 | 31.1 | -3.3% | 6.1% | i | 0.0% | 3.1% | -4.8%
COc1ccccc1CC(=O)N1CC[C@@H]2NC(=O)[C@H]3C[C@H](NC(=O)C4CCCC4)CN3C(=O)[C@H]21 | -12.7 | i | -20.6% | i | 3.0% | -2.8% | ?
CC(C)CCN1C(=O)c2ccccc2CC1(C)C(=O)NC1CCCCC1 (stereo not drawn) | 28.2 | · | 4.6% | · | · | 7.3% | ·
O=C(c1nnc(COc2cccc(N3CCOCC3)c2)n1Cc1ccccc1)N1CCC[C@@H]1c1ccc(Br)cc1 | 12.4 | ? | ? | ? | -1.0% | -11.8% | ?
CC(C)(C)CN1CCC2(CC1)COc1ccccc1[S+](=O)([O-])N2 | 10.4 | -27.3% | 8.2% | -22.3% | · | 1.7% | -13.5%
COc1ccccc1N1CCCc2ncc(C(=O)Nc3ccc4[nH]ccc4c3)cc21 | 12.6 | ? | -7.7%[87.6 µM] | ? | 12.3%[172 µM] | -23.6%[87.6 µM] | -6.5%[88.5 µM]
COc1ccc(-c2cn3c(n2)CO[C@@H](CNCc2ccc(Cl)cc2)C3)cc1 | -0.8 | 100µM* | 6.0%[87.6 µM] | 89.1µM* | 63.1µM* | -2.8%[87.6 µM] | 4.7%[88.5 µM]
N#Cc1cccnc1-c1ccc(C(=O)N2CCC(NC(=O)c3ccccc3Cl)CC2)cc1 | 7.7 | -36.4% | 11.3% | -27.8% | · | -7.5%[12.5 µM] | -1.7%
O=C(NCC1CC1)c1noc(-c2ccc[nH]c2=O)n1 | 8.8 | i | 32.8%[activator] | -4.8% | -14.5% | 12.1% | i
O=C(NC[C@H]1OC[C@@H](N(Cc2ccccc2F)Cc2ccccc2F)[C@@H]1O)c1ccccc1 | 10.8 | -23.6% | ? | ? | -1.4% | -2.0% | -6.8%
CCOc1ccc(CNC(=O)c2ccc(NC(=O)N3CCSc4ncccc43)cc2)cc1OC | 5.9 | · | 31.2%[activator] | · | · | -2.1% | ·
COc1cc(C(=O)N2CCC(c3nc4ccccc4o3)CC2)cc(OC)c1OC | -1.9 | · | 22.0% | · | · | 5.7% | ·
Cn1ncc2c(N[C@@H](Cc3ccccc3)C(N)=O)nc(-c3ccncc3)nc21 | 39.3 | ? | ? | 31.6µM* | 5.9% | -15.5% | ?
CNC(=O)c1cc(C2CC2)nc2c1c(C1CCCN([S+](=O)([O-])c3ccccc3)C1)nn2C (stereo not drawn) | -4.4 | ? | · | ? | · | · | ·
CC(C)CN1C(=O)CO[C@H](c2ccc(NC(=O)C(C)C)cc2)[C@H]1CO | 3.6 | -4.4%[174 µM] | -10.3%[87.6 µM] | i | 1.0%[172 µM] | -6.5%[87.6 µM] | -2.1%[88.5 µM]
COc1ccc(NC(=O)Cn2c(=O)n(-c3ccc(CC(=O)NCC4CCCO4)cc3)c(=O)c3ccccc32)c(OC)c1 (stereo not drawn) | -7.4 | · | -14.7% | · | · | -0.8% | ·
COc1ccc(CC(=O)NC2CCCN(Cc3cccc(-c4ccc(C)c(Cl)c4)c3)C2)cc1 (stereo not drawn) | -4.0 | ? | · | ? | · | · | ·
CC(NC(=O)COc1ccccc1)C(=O)N1CCN(c2ccccn2)CC1 (stereo not drawn) | -0.9 | -28.3% | 4.6% | -5.4% | 6.8% | -0.1% | i
Cc1ccc(-c2nnc(C3CN(C(=O)CC4CCCCC4)CC34CCOCC4)o2)cc1 (stereo not drawn) | 13.2 | -12.5% | -3.1% | ? | -6.3% | -15.2% | i
O=C1c2[nH]nc(-c3ccccc3O)c2C(c2ccc(Cl)cc2)N1CCc1ccccc1 (stereo not drawn) | -12.0 | · | ? | · | · | -22.3% | ·
Cc1cccc(NC(=O)C2(C)Cc3ccccc3C(=O)O2)c1 (stereo not drawn) | -7.0 | · | 18.3% | · | · | 10.0% | ·
CN(Cc1cccn1C)[S+](=O)([O-])c1cccs1 | 8.5 | ? | 51.7%[activator][87.6 µM] | -20.3%[172 µM] | -6.6%[172 µM] | -2.1%[87.6 µM] | i
CCC(=O)Nc1ccccc1-c1nc2ccccc2n(CC(=O)c2ccc(Cl)cc2)c1=O | 39.5 | · | -22.9% | · | · | 6.9% | ·
Cc1cccc(NC(=O)C2c3ccccc3C(=O)N(CC(C)C)C23CCCC3)n1 (stereo not drawn) | 3.4 | ? | -3.3% | ? | 8.2% | -26.8% | i
O=C(Nc1ccc2oc(-c3ccc4ccccc4c3)nc2c1)c1ccccc1F | -0.2 | · | 49.3% | · | · | 4.5% | ·
CCCn1c(=O)c2sccc2n2c(CCCC(=O)Nc3ccc(C)c(F)c3)nnc12 | 29.0 | · | 1.6% | · | · | ? | ·
O=C(c1[nH]nc2c1COc1ccccc1-2)N1CCCC(Cc2nc(C3CCOCC3)no2)C1 (stereo not drawn) | 30.1 | ? | 4.8% | ? | -27.9% | -31.8% | 2.8%
O=C(NCC1(O)CCCCC1)c1ccc2nc(Cc3ccccc3F)oc2c1 | 8.7 | ? | 1.6% | ? | 0.0% | -1.8% | i

An excerpt (hit frequency here may not be typical).
